Screening data (PubChem)
Pin1 inhibitor = qHTS Assay to Find Inhibitors of Pin1. AID 504891, 2011. 0.009% of 390,000 active. Pin1 FP peptide displacement, HiFluor488, 10 min. Potency, µM (highest dose often 115 µM), for the others: at the top dose activity, negative = inhibition, most hits filed as inhibitors; active = well fitted inhibition curve with a large enough effect in the polarisation, with a control signal flat, not every such curve was filed as active; inconclusive = small, poorly fitted or top-dose-only effect, or effect the other way, or a change in a side signal; inactive = no such curve, though single readings can be large or run the other way; the % refers to the polarisation; also: potency is read from the fitted curve at half-maximal effect; % is scaled to controls: 0 for no effect and ±100 for the full control effect
Target sequence (Q13526 whole entry, looked up): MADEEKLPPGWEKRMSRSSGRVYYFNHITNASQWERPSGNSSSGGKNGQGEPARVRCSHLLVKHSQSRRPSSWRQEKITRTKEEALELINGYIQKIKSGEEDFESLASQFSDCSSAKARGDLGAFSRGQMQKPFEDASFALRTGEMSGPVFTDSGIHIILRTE
TRHR ag = qHTS for Small Molecule Agonists and Allosteric Enhancers of Human TRH Receptor: Primary Screen for Agonists; activation, % at 2 µM; TRHR cells, calcium flux fluo-8, FDSS agonist mode; Thyrotropin-releasing hormone receptor (Homo sapiens), P34981; 0.18% of 360,000 active; in the data active = activation above about 30%; also: 0% is about no effect
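In this calcium-flux screen, cells bearing human TRHR are dye-loaded with fluo-8, baselined for 10 cycles, then exposed to library compounds; positive kinetic calcium responses during the agonist phase mark hits, with TRH as control.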
D2 antag = HTS Assay for Allosteric Antagonists of the Human D2 Dopamine Receptor: Primary Screen for Antagonists | D(2) dopamine receptor (Homo sapiens), P14416 | HEK293 TREx D2 cells, calcium flux, dopamine EC80 | inhibition, % at 10 µM | 2% of 340,000 active; in the data active = inhibition above about 30%; also: 0% is about no effect
Target sequence (P14416 whole entry, looked up): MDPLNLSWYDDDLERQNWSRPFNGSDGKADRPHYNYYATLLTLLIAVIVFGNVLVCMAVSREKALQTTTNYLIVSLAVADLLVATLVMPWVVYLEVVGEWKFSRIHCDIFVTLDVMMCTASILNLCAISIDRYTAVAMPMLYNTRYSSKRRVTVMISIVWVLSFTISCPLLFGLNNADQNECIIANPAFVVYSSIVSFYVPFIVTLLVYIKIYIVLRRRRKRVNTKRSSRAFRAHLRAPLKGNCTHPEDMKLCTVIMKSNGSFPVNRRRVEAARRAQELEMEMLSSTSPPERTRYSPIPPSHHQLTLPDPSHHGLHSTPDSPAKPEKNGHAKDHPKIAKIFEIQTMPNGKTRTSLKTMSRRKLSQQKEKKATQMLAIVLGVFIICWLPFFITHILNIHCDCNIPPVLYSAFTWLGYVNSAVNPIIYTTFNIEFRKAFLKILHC
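In this primary screen, negative modulation is detected by tracking calcium flux after an EC80 dopamine challenge in inducible HEK293 T-REx D2 cells preexposed to test compound for 180 s.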
TRHR enhancer = qHTS for Small Molecule Agonists and Allosteric Enhancers of Human TRH Receptor: Primary Screen for Enhancers; 0.66% of 360,000 active; TRHR cells, fluo-8 calcium fluorescence, EC20 TRH enhancement; Thyrotropin-releasing hormone receptor (Homo sapiens), P34981; enhancement, % at 2 µM; in the data active = enhancement above about 30%; also: 0% is about no effect
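Enhancer read-out: after compound pinning and an initial kinetic agonist-mode read, an EC20 of TRH (10 nM final) was injected and fluo-8 calcium signal (Ex 480/Em 530) followed at 1 s/cycle for 100 cycles in TRHR-expressing cells.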
mIDH1 inhibitor = qHTS for Inhibitors of mutant isocitrate dehydrogenase 1 (IDH1): qHTS | Isocitrate dehydrogenase [NADP] cytoplasmic (Homo sapiens), O75874 | IDH1-R132H enzyme, NADPH consumption, diaphorase/resazurin fluorescence | Potency, µM (doses to about 76.6 µM), inactives show at the top dose activity change, negative = inhibition, usual class: inhibitors | 0.093% of 390,000 active; also: potency is read from the fitted curve at half-maximal effect; % is scaled to controls: 0 for no effect and ±100 for the full control effect; nearly all actives have a fitted effect of over 65% in size
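IDH1-R132H (0.5 ug/mL) preincubated 30 min with compound, then NADPH (0.016 mM) and alpha-KG (2 mM) added; 80 min at RT, pH 7.5. Remaining NADPH coupled via diaphorase/resazurin to fluorescence (540/590 nm); concentration-response curves normalized to no-enzyme control.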
USP1 inh = Inhibitors of USP1/UAF1: Primary Screen | Ubiquitin carboxyl-terminal hydrolase 1 (Homo sapiens), O94782 | recombinant USP1/UAF1, Ub-Rhodamine cleavage fluorescence | Potency, µM (highest dose often 57.1 µM), without a hit: at the highest dose activity change, negative = inhibition, most hits filed as inhibitors | 0.23% of 390,000 active; also: potency is read from the fitted curve at half-maximal effect; % is scaled to controls: 0 for no effect and ±100 for the full control effect; nearly all actives have a fitted effect of over 60% in size; inactives centre near -12
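1 nM enzyme complex + cpd, 15 min RT; start with Ub-Rho 150nM final; kinetic fluorescence ex 480/em 540, 6 reads q60 s. Buffer 50mM HEPES pH 7.8, 0.5mM EDTA, 0.1 mg/ml BSA, 1mM TCEP, 0.01% Tween-20.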
rTrxR1 inhibitor = qHTS Assay for Inhibitors of Mammalian Selenoprotein Thioredoxin Reductase 1 (TrxR1): qHTS | Thioredoxin reductase 1, cytoplasmic (Rattus norvegicus), O89049 | recombinant rTrxR1, NADPH fluorescence consumption, selenite substrate | Potency, µM (titrated, usually from 114 µM), for inactives: top-dose activity change, negative = inhibition, usual class: inhibitors | 1% of 390,000 active | AID 588453, 2011; also: potency is read from the fitted curve at half-maximal effect; % is scaled to controls: 0 for no effect and ±100 for the full control effect; nearly all actives have a fitted effect of over 65% in size
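Rat TrxR1 (90 nM in the dispensed reagent) was pre-reduced with 400 uM NADPH for 5 min at room temperature, then incubated with compound for 15 min. After 400 uM selenite was added, NADPH fluorescence (Ex 340/Em 450 nm) was followed for 8 min.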
TrxR1 substrate = qHTS Assay for Substrates of Mammalian Selenoprotein Thioredoxin Reductase 1 (TrxR1): qHTS | purified TrxR1 substrate turnover, NADPH consumption readout | Potency, µM (series often up to 114 µM), inactives show at the top dose activity change, negative = substrate turnover | 0.01% of 390,000 active; also: potency is read from the fitted curve at half-maximal effect; % is scaled to controls: 0 for no effect and ±100 for the full control effect; nearly all actives have a fitted effect of over 50% in size
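Rat TrxR1, dispensed at 90 nM, was prereduced with 400 uM NADPH (final) for 5 min at ~22 deg C, then incubated with compound 15 min before 400 uM selenite. A first-read NADPH fluorescence drop versus no-compound background flagged substrates.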
D2 agonist = HTS Assay for Allosteric Agonists of the Human D2 Dopamine Receptor: Primary Screen for Agonists | D(2) dopamine receptor (Homo sapiens), P14416 | HEK293 T-REx D2 cells, calcium flux agonist mode | activation, % at 2 µM | 0.53% of 340,000 active | AID 485358, 2010;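 active = activation over 3 SD above normal in the single-dose calcium agonist read, cut at about 30% in these data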; also: 0% is about no effect
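HEK293 Trex D2 cells, tetracycline-induced, o/n 30 C 5% CO2; no-wash Ca dye, RT 30–90 min; 10-cycle baseline, 23 nl cpd added, kinetic Ca read 180 s; agonist hits = positive Ca response.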
* = called active by the depositor; ? = inconclusive; nt = no result given; [ ] = dose if it differs, or a comment. Unless noted, calls follow the shape of the dose curve; as a rule, active = well fitted inhibition curve with a large enough effect; inconclusive = small, poorly fitted or top-dose-only effect; inactive = no such curve, though single readings can be large or run the other way. Only part of the results is shown. The share of hits here may be higher or lower than overall.

SMILES	Pin1 inhibitor	TRHR ag	D2 antag	TRHR enhancer	mIDH1 inhibitor	USP1 inh	rTrxR1 inhibitor	TrxR1 substrate	D2 agonist
NS(=O)(=O)c1ccc(CCNC(=O)COC(=O)C2CCN(c3ccc(C(F)(F)F)cn3)CC2)cc1	-2%	-1.2	2	16	11%	-20%	9%	7%	1.2
CCOC(=O)[C@@H]1[C@H]2COc3ccccc3[C@H]2N2C(=O)N(c3cccc(C)c3)C(=O)[C@]12C	-1%	nt	nt	nt	-8%	7%	14%	-5%	nt
O=C(NCC1CCCCC1)c1ccc([N+](=O)[O-])cc1	-8%	0.0	-5	-7	2%	-1%	24%	8%	-0.3
Cc1ccc(CS(=O)(=O)CCC(=O)NCCCOC(C)C)cc1	1%	-1.1	-38	5	-2%	-23%	15%	5%	-0.2
COC(=O)c1c(NC(=O)CN2C(=O)NC3(CCCCC3C)C2=O)sc2c1CCC2 (centres undefined)	16%	-0.7	1	5	5%	-16%	9%	2%	0.3
COc1ccc(OC)c(NC(=O)CC2C(=O)NCCN2C(=O)C(F)(F)F)c1 (centres undefined)	-1%	-0.2	nt	-6	-12%	-12%	15%[57.1 µM]	0%[57.1 µM]	0.5
COc1ccccc1C(=O)NC(CCSC)C(=O)NNC(=O)c1ccccc1O (centres undefined)	0%	-0.6	9	3	3%	-4%	8%	5%	0.4
C=CCN(c1ccccc1)S(=O)(=O)c1cccc(C(=O)N2CCCC2)c1	-4%	-1.0	-2	-6	3%	-3%	-8%	-3%	-0.9
Cc1ccc(S(=O)(=O)NCC(=O)N2CCCC2C(=O)O)cc1 (centres undefined)	-5%	0.3	12	-5	-3%	-26%	32%	11%	0.5
COc1cccc(CNC(=O)c2ccc(CS(=O)(=O)Cc3ccccc3C)o2)c1	-4%	0.2	-5	-3	0%	-9%	?	6%	0.6
CCCCCn1c(=O)[nH]c2cc(C(=O)NCCCN3CCCCC3CC)ccc2c1=O (centres undefined)	-14%	0.8	12	-2	-7%	-7%	16%	10%	1.3
O=C(CSc1nnc(NC(=O)c2cccc(F)c2)s1)NC1CC1	-11%	0.5	-7	-9	3%	-1%	1%	-12%	0.6
COC(=O)c1ccc(Oc2cc(C)nc(Cl)n2)cc1	0%	1.5	17	-1	2%	5%	12%	-1%	-0.4
COCC(=O)OCC(=O)Nc1cc([N+](=O)[O-])ccc1Cl	2%	0.2	-7	-3	-5%	-13%	4%	-3%	-0.2
C=CCc1ccccc1OCC(O)CN1CCN(c2ccccc2F)CC1 (centres undefined)	-6%	0.7	66*	-4	1%	-19%	-5%[57.1 µM]	6%[57.1 µM]	27
O=C(NCc1ccc2c(c1)OCO2)C(C(=O)c1ccccc1)n1cc(Cl)ccc1=O (centres undefined)	-7%	0.3	-6	2	1%	-16%	-12%	-11%	1.3
O=C(O)c1ccccc1C(=O)N1CCN(C(=O)c2ccccc2Cl)CC1	-5%	0.6	0	6	7%	-9%	7%[57.1 µM]	10%[57.1 µM]	-0.7
Cc1ccc(NC(=O)CCOc2ccccc2)cc1S(=O)(=O)Nc1ccccc1Cl	1%	-0.1	-1	-12	-9%	-21%	13%[57.1 µM]	3%[57.1 µM]	-0.5
O=C(NCCCN1CCN(c2cccc(Cl)c2)CC1)c1sc2ncccc2c1-n1cccc1	15%	-0.1	nt	-4	-3%	?	26%[57.1 µM]	1%[57.1 µM]	nt
O=C1CC(c2ccccc2)CC(O)=C1C=NC1CCCCC1 (centres undefined)	-2%	0.4	4	-1	8%	-13%	18%	-6%	0.2
Cc1onc(-c2c(F)cccc2Cl)c1C(=O)NC1CC1	-7%	0.3	5	14	5%	-19%	20%	1%	0.0
COc1cc(NC(=O)C[n+]2ccc(C(=O)c3ccccc3)cc2)cc(OC)c1	-5%	nt	nt	nt	0%	-17%	6%	4%	nt
O=C1CCC([N+](=O)[O-])C(c2cc(Br)ccc2F)N1 (centres undefined)	0%	0.3	0	1	-1%	1%	1%[57.1 µM]	7%[57.1 µM]	0.6
Nc1nnc(SCC(=O)Nc2ccc(S(=O)(=O)N3CCOCC3)cc2)s1	?	0.3	4	4	1%	-18%	9%	4%	0.3
O=C(CSc1n[nH]c(-c2ccccc2)n1)N1CCN(c2ccccc2F)CC1	-13%	-0.6	nt	-3	-21%	?	8%[57.1 µM]	0%[57.1 µM]	nt
C=C(C)Cn1c(CNC(C)=O)nc2ccccc21	7%	0.4	-2	-2	8%	-24%	15%	3%	0.1
Cc1n[nH]c(=O)n1-c1ccc(C(C)C)cc1	-1%	1.9	11	3	1%	-16%	16%[57.1 µM]	4%[57.1 µM]	0.2
CCC(=O)c1ccccc1OCC(=O)Nc1c(C)cccc1C	-1%	-0.4	2	0	6%	2%	6%[57.1 µM]	3%[57.1 µM]	0.6
Cn1c(=N)n(CC(O)c2ccco2)c2ccccc21 (centres undefined)	-5%	0.8	-2	0	-2%	-17%	-7%	-2%	0.0
O=C1NC(=O)/C(=C\c2ccccc2OCc2cccc([N+](=O)[O-])c2)N1	46%[activator]	-2.2	-3	-7	-1%	-23%	1%	-2%	-0.8
Cn1c(SCc2cc(=O)n3cc(Br)ccc3n2)nnc1C1COc2ccccc2O1 (centres undefined)	1%	-0.5	-4	-3	5%	-8%	-10%	7%	0.5
COc1ccc(C(CNC(=O)c2ccc3c(c2)OCCO3)N(C)C)cc1 (centres undefined)	2%	0.2	45*	1	-1%	-17%	13%	3%	1.6
Clc1ccc(Nc2nc(-c3cccnc3)cs2)cc1	7%	0.0	1	5	-1%	-10%	1%	-2%	0.7
O=S(=O)(Cc1ccccc1)NCC1CCCN(Cc2cccc3nonc23)C1 (centres undefined)	1%	-0.7	2	-7	-1%	-20%	0%[57.1 µM]	0%[57.1 µM]	-0.4
COc1ccc(-c2cc(=O)c3c(O)cc(O)cc3o2)cc1	3%	-0.9	-3	-1	-8%	-26%	23%	5%	-0.2
COc1ccc(Cc2nnc(NC(=O)c3ccccc3)s2)cc1OC	6%	0.5	22	-4	-2%	-10%	21%	7%[57.1 µM]	-0.1
CCOc1ccccc1C(=O)Nc1ccsc1C(=O)OC	2%	-0.2	nt	0	3%	-26%	9%	7%	nt
O=S(=O)(NCC(c1ccc2c(c1)OCO2)N1CCOCC1)c1ccc(Cl)cc1 (centres undefined)	1%	-0.4	1	2	2%	9%	-3%	-7%	0.0
CNC(=O)NC(=O)CSc1nc(-c2cccs2)c(C#N)c(=O)[nH]1	2%	1.6	nt	5	16%	-15%	10%[57.1 µM]	4%[57.1 µM]	nt
Cc1cccc(Oc2nc(-c3ccccc3)cc(C)c2S(C)(=O)=O)c1C	4%	0.3	nt	24	0%	?	13%[57.1 µM]	10%	nt
O=C(c1ccccc1)N(Cc1ccco1)Cc1cccs1	1%	-1.3	nt	-4	1%	2%	?	0%	-1.4
COc1ccc(-c2cc(=O)oc3cc(OC(C)C(=O)O)ccc23)cc1 (centres undefined)	-1%	0.1	-1	-5	1%	-6%	-17%	-4%	0.4
CC(=O)Nc1ccc(NC(=O)COc2cc(O)c3c(c2)OC(C)(C)CC3=O)cc1	2%	0.2	-12	1	2%	7%	2%	0%	3.1
O=C(OCc1nnc(-c2ccc([N+](=O)[O-])cc2)o1)C1CC(=O)N(CCc2ccccc2)C1 (centres undefined)	?	0.4	-12	-3	6%	-8%	10%	-1%	-0.1
